Source: PubChem (National Center for Advancing Translational Sciences (NCATS))
Shiga toxin inh – blocks Shiga toxin action in Vero cells; Vero cells, Shiga toxin protein synthesis inhibition reporter; inhibition, % at 38.7 µM; actives 9.2% (n = 290,000); in the data active = inhibition mostly above about 28%, no sharp cut-off; inactive = mostly below about 43%; also: 0% is about no effect
Pf growth 48h – P. falciparum growth inhibition at 48 hours (one generation); actives 5.9% (n = 310,000); AID 504832; Potency, µM (doses to about 28.7 µM), for inactives: at the highest dose activity change, negative = inhibition, usual class: inhibitors; P. falciparum luciferase growth in erythrocytes, 48 h; also: potency is read from the fitted curve at half-maximal effect; % is scaled to controls: 0 for no effect and ±100 for the full control effect
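Compounds are pin-transferred into medium, infected erythrocytes (2% hematocrit, 0.1% parasitemia final) are added, and plates sit one parasite generation at 37 C in 5% CO2. Detection reagent is then added and luminescence measured.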
TbPYK inhibitor – T. brucei pyruvate kinase inhibition | Q57TT1 | TbPYK enzyme, Kinase-Glo Plus ATP luminescence, 45 min | Potency, µM (highest dose often 76.8 µM), for the others: at the top dose activity, negative = inhibition, hits mostly inhibitors | actives 0.12% (n = 410,000) | AID 624173; also: potency is read from the fitted curve at half-maximal effect; % is scaled to controls: 0 for no effect and ±100 for the full control effect; nearly all actives have a fitted effect of over 50% in size
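Glycolytic pyruvate kinase of T. brucei was incubated with substrate, test compound and 130 uM ADP for 45 minutes at room temperature. Luminescent Kinase-Glo Plus signal was measured after 10 minutes.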
Pf growth 96h – P. falciparum growth inhibition at 96 hours | P. falciparum luciferase reporter growth, 96 h | Potency, µM (top dose mostly 28.7 µM), inactives show at the highest dose activity change, negative = inhibition, usual class: inhibitors | actives 6.9% (n = 320,000) | AID 504834; also: potency is read from the fitted curve at half-maximal effect; % is scaled to controls: 0 for no effect and ±100 for the full control effect
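Readout is luminescence from an integrated firefly luciferase in P. falciparum. Red cells, 2% hematocrit and 0.05% parasitemia final, were cultured with compound through two parasite generations (96 hours) at 37 C, 5% CO2.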
LmPK inhibitor – inhibitors of Leishmania mexicana pyruvate kinase; Q27686; purified LmPK, Kinase-Glo ATP luminescence, 1 h; Potency, µM (doses to about 57.5 µM), inactives show at the highest dose activity change, negative = inhibition, hits mostly inhibitors; actives 0.37% (n = 290,000); AID 1721; also: potency is read from the fitted curve at half-maximal effect; % is scaled to controls: 0 for no effect and ±100 for the full control effect
Target sequence (Q27686 whole entry, looked up): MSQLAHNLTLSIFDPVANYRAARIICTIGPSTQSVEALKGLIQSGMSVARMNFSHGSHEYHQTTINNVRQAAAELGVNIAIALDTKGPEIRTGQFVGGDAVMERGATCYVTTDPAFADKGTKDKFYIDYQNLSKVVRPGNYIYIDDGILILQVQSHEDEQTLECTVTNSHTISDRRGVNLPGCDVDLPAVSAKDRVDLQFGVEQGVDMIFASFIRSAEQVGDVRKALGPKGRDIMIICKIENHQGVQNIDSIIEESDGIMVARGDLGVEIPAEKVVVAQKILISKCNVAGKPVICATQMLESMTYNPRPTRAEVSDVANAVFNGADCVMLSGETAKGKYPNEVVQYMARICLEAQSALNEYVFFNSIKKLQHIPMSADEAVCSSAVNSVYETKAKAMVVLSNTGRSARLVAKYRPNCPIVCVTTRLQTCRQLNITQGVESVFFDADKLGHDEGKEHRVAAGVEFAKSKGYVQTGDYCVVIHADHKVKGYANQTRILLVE
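qHTS format; LmPK 0.1 nM; substrates PEP 0.5 mM and ADP 0.1 mM. One-hour room-temperature incubation, then coupled luciferase luminescence; 0.5 nM enzyme wells mark activation.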
CHX counter – counter-screen hit for Shiga toxin inhibitors, cycloheximide | cell reporter, cycloheximide protein synthesis inhibition counterscreen | max response, % | actives 12% (n = 300,000) | AID 2314; in the data active = max response mostly above about 13%, no sharp cut-off; inactive = mostly below about 14%; also: read at 38.3 µM for the half of the compounds with a filed dose; 0% is about no effect
AmpC no deterg – blocks E. coli AmpC beta-lactamase in detergent-free assay | actives 0.52% (n = 330,000) | AID 485341 | P00811 | Potency, µM (doses to about 57.1 µM), for inactives: at the top dose activity change, negative = inhibition, actives largely listed as inhibitors | AmpC nitrocefin hydrolysis, absorbance 480 nm, 0.0001% Triton;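 also: potency is read from the fitted curve at half-maximal effect; plate controls were no compound for no effect and no enzyme for full effect; nearly all actives have a fitted effect of over 20% in size; some results filed as inactive show a strong effect at the top dose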
Target sequence (P00811 whole entry, looked up): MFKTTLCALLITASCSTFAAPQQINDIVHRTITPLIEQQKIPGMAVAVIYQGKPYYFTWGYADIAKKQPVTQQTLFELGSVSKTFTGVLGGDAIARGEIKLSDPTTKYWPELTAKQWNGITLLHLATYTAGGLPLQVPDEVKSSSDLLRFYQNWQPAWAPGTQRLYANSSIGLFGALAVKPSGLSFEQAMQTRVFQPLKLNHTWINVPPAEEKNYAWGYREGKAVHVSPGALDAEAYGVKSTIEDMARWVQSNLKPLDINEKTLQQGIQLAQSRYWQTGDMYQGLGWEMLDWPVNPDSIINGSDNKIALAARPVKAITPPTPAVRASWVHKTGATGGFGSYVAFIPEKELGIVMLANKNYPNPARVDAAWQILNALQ
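AmpC (5.3 nM in the dispensed reagent) in 20 mM phosphate pH 7.0 with 0.01% (detergent screen) or 0.0001% Triton X-100 was preincubated with compounds for 15 min at room temperature. Nitrocefin was then added from an 800 uM solution, and hydrolysis was followed at 480 nm.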
* hit, by the source's call; ? = inconclusive; / = not tested or not shown; [ ] = remark or other dose. Unless noted, calls follow the shape of the dose curve; as a rule, active = well fitted curve in the direction sought with a large enough effect; inconclusive = small, poorly fitted or top-dose-only effect, or another doubt; inactive = no such curve, though single readings can be large; an effect the other way counts as inactive or inconclusive. Compounds as they come; about 22% have a hit in one of these screens.

SMILES	Shiga toxin inh	Pf growth 48h	TbPYK inhibitor	Pf growth 96h	LmPK inhibitor	CHX counter	AmpC no deterg
COc1cccc(NC(=O)CN(C)C(=O)c2cc(-c3ccco3)nc3ccccc23)c1	/	?	-17.4%	?	/	/	-46.2%
CCOc1cc(/C=C(/C#N)C(=O)Nc2ccc(O)cc2)cc(Br)c1O	11.8	-19.2%	-3.1%	1.2%	5.3%	-2.3	-44.3%
CC(=O)N[C@@H](Cc1c[nH]c2ccccc12)C(=O)NCCc1ccc(S(N)(=O)=O)cc1	12.1	-10.7%	-2.4%	7.2%	4.3%	-8.9	-14.3%
CCOC(=O)C1=C(C)C(c2ccccc2OC)NC(=S)N1 (stereo not drawn)	-2.5	?	0.0%	?	-0.3%	-1.6	-28.0%
O=C1CN(C(=S)Nc2ccc(OC(F)F)cc2)CCN1	-17.7	-15.2%	1.2%	19.7%	-4.2%	-1.0	-8.6%
Cc1ccc(NC(=O)CN2C(=O)N/C(=C/c3ccc4c(c3)OCCO4)C2=O)cc1	-4.5	24.3%	-3.7%	12.9%	4.8%	-1.8	-10.2%
O=C(NC1CCN(S(=O)(=O)c2ccc(F)cc2)CC1)C1CCCCC1	-3.3	-26.8%	-9.2%	-2.7%	10.3%	1.9	-9.7%
O=C(Nc1ccccc1)c1ccc(S(=O)(=O)N(CCO)CCO)cc1	-1.1	23.2%	-0.1%	-17.6%	2.4%	-1.6	-19.8%
CCOC(=O)c1c(C)n(C)c2cc(Br)c(OC)cc12	-4.1	6.9%	6.4%	47.9%[activator]	2.7%	-1.7	110.6%[activator]
C(=N\Nc1nc2ccccc2[nH]1)/c1ccncc1	69.0*	?	-1.2%	-0.1%	0.7%[11.5 µM]	32.5*	-33.7%
Cc1ccccc1NCC(=O)N/N=C/c1c[nH]c2ccccc12	9.4	-17.6%	1.3%	3.7%	1.9%	7.5	-11.3%
COc1ccc(C(=O)N[C@H](C(=O)NCc2ccc(C)cc2)C(C)C)cc1	10.6	-2.8%	-2.5%	34.0%[activator]	-3.1%	11.0	-11.3%
CCN1C(=O)/C(=C2\SC(=S)N(NC(=O)c3cccnc3)C2=O)c2ccccc21	8.0	22.8%	-2.2%	-3.4%	-1.9%	-3.0	-26.2%
NC(=O)CN1CCN(S(=O)(=O)c2ccc(Cl)cc2)CC1	-4.2	-6.5%	2.7%	10.1%	4.5%	-1.6	-16.7%
COCC(=O)Nc1nc2ccc(S(C)(=O)=O)cc2s1	107.5*	0.0%	-1.1%	49.0%[activator]	-6.6%	39.6*	1.7%
CCOc1cc(/C=N/NC(=O)Cc2ccc(C(F)(F)F)cc2[N+](=O)[O-])ccc1O	-14.1	2.0%	14.2%	11.6%	0.5%	-1.2	-29.1%
CCc1ccc(NC(=O)[C@H](C)NC(=O)C2CCN(C(=O)[C@@H](N)C(C)C)CC2)cc1	-2.3	-12.3%	-0.2%	18.3%	2.4%	-0.8	-10.5%
COc1ccc(CN2CCNC(=O)C2CC(=O)N2CCCCO2)c(OC)c1 (stereo not drawn)	-2.0	29.8%	-2.0%	4.9%	-0.5%	-3.2	-6.6%
O=C(c1ccccc1)N1CCN(C(=S)NCc2ccco2)CC1	-7.1	17.5%	-4.5%	30.7%[activator]	-1.2%	5.5	-4.0%
COc1ccc(S(=O)(=O)NC(C)C(=O)Nc2ccccc2)cc1Cl (stereo not drawn)	8.9	?	7.4%	?	0.0%	0.5	-19.0%

Arranged by molar mass (falling): 8 of the compounds above.
SMILES	Shiga toxin inh	Pf growth 48h	TbPYK inhibitor	Pf growth 96h	LmPK inhibitor	CHX counter	AmpC no deterg
CCOc1cc(/C=N/NC(=O)Cc2ccc(C(F)(F)F)cc2[N+](=O)[O-])ccc1O	-14.1	2.0%	14.2%	11.6%	0.5%	-1.2	-29.1%
CCN1C(=O)/C(=C2\SC(=S)N(NC(=O)c3cccnc3)C2=O)c2ccccc21	8.0	22.8%	-2.2%	-3.4%	-1.9%	-3.0	-26.2%
CCc1ccc(NC(=O)[C@H](C)NC(=O)C2CCN(C(=O)[C@@H](N)C(C)C)CC2)cc1	-2.3	-12.3%	-0.2%	18.3%	2.4%	-0.8	-10.5%
COc1ccc(C(=O)N[C@H](C(=O)NCc2ccc(C)cc2)C(C)C)cc1	10.6	-2.8%	-2.5%	34.0%[activator]	-3.1%	11.0	-11.3%
O=C(c1ccccc1)N1CCN(C(=S)NCc2ccco2)CC1	-7.1	17.5%	-4.5%	30.7%[activator]	-1.2%	5.5	-4.0%
NC(=O)CN1CCN(S(=O)(=O)c2ccc(Cl)cc2)CC1	-4.2	-6.5%	2.7%	10.1%	4.5%	-1.6	-16.7%
COCC(=O)Nc1nc2ccc(S(C)(=O)=O)cc2s1	107.5*	0.0%	-1.1%	49.0%[activator]	-6.6%	39.6*	1.7%
C(=N\Nc1nc2ccccc2[nH]1)/c1ccncc1	69.0*	?	-1.2%	-0.1%	0.7%[11.5 µM]	32.5*	-33.7%

Further structures follow:
SMILES	Shiga toxin inh	Pf growth 48h	TbPYK inhibitor	Pf growth 96h	LmPK inhibitor	CHX counter	AmpC no deterg
C=C1c2cc3c(cc2NC(=S)N1Cc1ccccc1)OCO3	-2.9	11.7µM*	-6.8%	?	-8.7%	11.5	-55.9%
CCN(CC)CCCNC(=O)CCn1nc(-c2ccc(Cl)cc2)ccc1=O	-2.1	8.9%	0.4%	-27.8%	0.9%	-2.6	-1.4%
CCOC(=O)n1c(O)c(N=NC(N)=S)c2cc(C)ccc21	-10.4	64.1%[activator]	-5.3%	65.0%[activator]	0.8%	-3.4	-10.9%
O=C(NCc1ccccc1)C1Cc2ccccc2CN1C(=O)c1ccco1 (stereo not drawn)	5.9	-8.4%	0.4%	5.2%	2.2%	-3.4	-21.1%
O=C(CN(C(=O)CCC(=O)Nc1ccccn1)c1cccc(F)c1)NCc1ccco1	0.8	-7.0%	-8.0%	10.7%	15.4%	1.9	2.4%
Cn1nnnc1Sc1ncnc2scc(-c3ccc([N+](=O)[O-])cc3)c12	/	13.1µM*	-11.1%	3.7µM*	/	/	-26.1%
CCc1ccc(NC(=O)c2sc3nc(C)nc(N4CCN(c5ccccn5)CC4)c3c2C)cc1	2.4	-7.0%	3.0%	3.1%	1.1%	-1.9	-16.0%
COC(=O)c1ccsc1NC(=O)c1ccco1	1.2	0.7%	-4.0%	32.4%[activator]	-1.7%	0.8	-23.5%
COC(=O)c1c(NC(=O)CN2C(=O)c3ccccc3C2=O)sc(Cc2ccc3c(c2)OCO3)c1C	-11.4	11.1%	-1.5%	-9.3%	-1.9%	-4.0	-59.4%
Cc1[nH]n(-c2ccccc2)c(=O)c1N=Nc1cccc([N+](=O)[O-])c1	-5.9	48.9%[activator]	2.7%	67.5%[activator]	5.3%	1.0	-25.4%
C=CCOn1c(=O)c(-c2ccc(OCC)cc2)[n+]([O-])c2ccccc21	15.1	-25.5%	1.9%	0.0%	0.6%	9.2	-8.2%
Cc1cccc(C(C)C)c1NC(=O)C(C)OC(=O)Cc1n[nH]c(=O)c2ccccc12 (stereo not drawn)	/	1.7%	-2.0%	25.6%	/	/	10.1%
CCn1c(O)c(C=NCCN2CCOCC2)c(=O)n(CC)c1=S	-3.2	?	-2.6%	21.0%	-4.1%	0.8	14.4%
CCN=C(NCC)SC1CC(=O)N(c2ccccc2)C1=O (stereo not drawn)	-5.5	2.3%	3.1%	-5.2%	5.2%	-6.0	-5.0%
Cc1nnsc1C(=O)N/N=C/c1ccccc1	4.4	6.7%	0.5%	?	-3.7%	3.6	5.0%
O=C(N/N=C/c1ccc(O)cc1)/C(=C/c1ccccc1)CCO	20.5	13.1µM*	-8.5%	?	0.2%	14.0*	-9.7%
CCOC(=O)N1CCN(C(=O)C2CC(c3ccccc3OC)=NO2)CC1 (stereo not drawn)	-6.1	/	2.0%	-6.8%	11.2%	9.3	14.0%
Cc1cc(C)cc(N2CCN(C(=O)N3CCOCC3)CC2)c1	-2.0	-4.2%	0.9%	6.57µM*	1.5%	-1.5	12.9%
Cn1c(=O)c2c(nc(SCC(=O)N3CCOCC3)n2C)n(C)c1=O	-4.5	8.1%	3.2%	-14.3%	3.1%	0.8	-10.2%
CC1CCCN(S(=O)(=O)c2ccc(NC(=O)c3cccc(-n4cnnn4)c3)cc2)C1 (stereo not drawn)	21.7	11.7µM*	6.5%	11.5%	5.8%	8.9	-2.2%
OCCN1CN=C(Nc2nc3ccccc3o2)NC1	-4.0	46.4%[activator]	-16.9%	-33.2%	0.1%	-1.3	-13.4%
CCC[n+]1cn(/C(C(=S)Nc2cccc(Cl)c2C)=C(/[O-])c2ccc(OC)c(OC)c2)c2ccccc21	-3.2	?	-14.9%	?	8.4%	-3.0	201.2%[activator]
CCc1ccc(CN(C)Cc2nc(Cc3ccccc3)no2)nc1	12.9	?	-0.5%	?	0.5%	0.6	30.0%
COc1ccc(N2C(=NC(C)=O)SC3CS(=O)(=O)CC32)cc1OC (stereo not drawn)	16.2	10.3%	-4.6%	-8.4%[5.75 µM]	1.7%	-2.0	-20.5%
Oc1ccccc1-c1cc(C(F)(F)C(F)F)[nH]n1	28.1*	?	5.2%	15.9%	2.5%	22.5*	-35.5%
Fc1ccccc1CSc1nncn1NC/C=C/c1ccccc1	-4.0	?	-7.9%	-7.4%	1.6%	-2.9	51.6%
Cc1cccc(-n2cc(CN(C)Cc3nccn3C)c(-c3cccc(F)c3)n2)c1	-5.2	?	1.7%	-13.1%	1.5%	-3.0	226.6%[activator]
O=C(c1ccc(=O)n(Cc2ccccc2)n1)N1CCN(C/C=C/c2ccccc2)CC1	-30.9	?	0.3%	/	-0.5%	-3.7	198.8%[activator]
O=c1c2ccccc2nc(/C=C/c2ccc(O)cc2)n1-c1ccc(O)cc1	-4.0	?	-6.9%	-3.3%	-3.4%	0.0	-32.3%
Nc1ccc(N2CCCCC2)c(Cl)c1	-5.8	-1.4%	-11.0%	?	0.5%	-2.4	-8.3%
COc1cc(CC(=O)N(C)CC(=O)Nc2ccc(Cl)c(C(F)(F)F)c2)cc(OC)c1OC	-7.1	?	-2.7%	?	-0.2%	-6.0	106.4%[activator]
Cc1ccc(Nc2nc(CSc3nnc(-c4ccccc4C)n3C)cs2)cc1	79.7*	65.8%[activator]	-7.2%	-20.0%	4.1%	45.1*	-11.7%
CCc1cc2c(=O)n(Cc3ccco3)c(SCC(=O)N(C)C3CCS(=O)(=O)C3)nc2s1 (stereo not drawn)	43.0	-7.3%	?	?	2.7%	18.2	32.6%
CCOc1ccc2c(c1)OC(c1ccccc1)(C(F)(F)F)NC2=O (stereo not drawn)	-4.3	1.65µM*	9.0%	0.233µM*	0.7%	-3.8	-19.4%
Cc1cccc(Oc2ncnc3oc(-c4ccccc4)cc23)c1C	-1.9	15.4%	-0.5%	24.9%	6.3%	-0.7	-20.6%
Cc1cccc(OCC(=O)N(Cc2ccco2)C2CCS(=O)(=O)C2)c1C (stereo not drawn)	-8.3	14.8%	1.4%	-4.2%	-0.8%	-2.5	0.2%
